Source: PubChem
Menin-MLL TR inh – menin-MLL binding inhibition, Texas Red mutant peptide; O00255; Menin + Texas Red MLL mutant peptide, fluorescence polarization; Potency, µM (doses to about 61.6 µM), for the others: at the highest dose FP activity change, negative = inhibition, hits mostly inhibitors; 0.23% of 270,000 active; AID 1768; active = well fitted inhibition curve with a large enough effect in the polarisation, with a control signal flat, not every such curve was filed as active; inconclusive = small, poorly fitted or top-dose-only effect, or effect the other way, or a change in a side signal; inactive = no such curve, though single readings can be large or run the other way; the % refers to the polarisation; also: potency is read from the fitted curve at half-maximal effect; % of control where 0% means no effect; many of its hits are not listed in these tables
GALK inhibitor – blocks human galactokinase activity; P51570; 0.007% of 270,000 active; Purified GALK, Kinase-Glo residual ATP luminescence; Potency, µM (series often up to 57.5 µM), without a hit: top-dose activity change, negative = inhibition, hits mostly inhibitors; also: potency is read from the fitted curve at half-maximal effect; % is scaled to controls: 0 for no effect and ±100 for the full control effect
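Compounds were pin-transferred into ATP buffer (35 uM final), then GALK plus galactose (5 nM, 100 uM final) was added. After 1 h at room temperature, Kinase-Glo Plus was added and luminescence read after 10 min.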
PKM2 act – increases activity of human pyruvate kinase M2. P14618. purified PKM2, Kinase-Glo ATP luminescence, activation; response scale: 0% is enzyme alone, no compound. Potency, µM (titrated, usually from 57.5 µM), for the others: top-dose activation, usual class: activators. 0.34% of 260,000 active; also: potency is read from the fitted curve at half-maximal effect; % is scaled to controls: 0 for no effect and ±100 for the full control effect; nearly all actives have a fitted effect of over 55% in size
Target sequence (P14618 whole entry, looked up): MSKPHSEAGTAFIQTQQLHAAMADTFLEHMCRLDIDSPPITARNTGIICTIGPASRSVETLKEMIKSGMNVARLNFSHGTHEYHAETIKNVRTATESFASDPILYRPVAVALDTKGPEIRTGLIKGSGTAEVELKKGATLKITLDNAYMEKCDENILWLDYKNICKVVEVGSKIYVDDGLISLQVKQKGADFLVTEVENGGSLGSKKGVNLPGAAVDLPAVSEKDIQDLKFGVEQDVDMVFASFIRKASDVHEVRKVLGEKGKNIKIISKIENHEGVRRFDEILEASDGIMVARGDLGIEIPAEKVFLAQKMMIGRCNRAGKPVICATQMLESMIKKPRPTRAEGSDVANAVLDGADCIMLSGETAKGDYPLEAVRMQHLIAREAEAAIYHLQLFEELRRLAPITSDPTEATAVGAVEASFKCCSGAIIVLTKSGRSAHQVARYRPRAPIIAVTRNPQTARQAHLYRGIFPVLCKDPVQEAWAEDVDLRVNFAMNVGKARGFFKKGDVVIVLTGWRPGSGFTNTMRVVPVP
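hPK-M2, >95% pure; 0.1 mM ADP / 0.5 mM PEP final; imidazole pH7.2 buffer w/ 7 mM MgCl2, 50 mM KCl; 1 h RT; Kinase-Glo lum. Intermediate enzyme activity for dual inhibitor/activator qHTS.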
Coupling enz – coupling enzyme interference in Giardia aldolase counter-screen; coupling enzyme system counterscreen, AmpLite Red fluorescence; 0.67% of 290,000 active; AID 2472; activity change, negative = inhibition, % at 58.2 µM, hits read low; in the data active = activity change below about -30%; also: % is scaled to controls: 0 for no effect and ±100 for the full control effect
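Counterscreen lacking aldolase: glyceraldehyde-3-phosphate coupling-enzyme reagent preincubated 10 min at RT with compound (at 57.5 uM final), then substrate/coupling system with AmpLite Red added; fluorescence read at 525/598 nm after 20 min RT.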
Giardia kill – Giardia lamblia killing; activity change, % at 7.66 µM, hits read low; Giardia lamblia trophozoite viability; 0.15% of 340,000 active; in the data active = activity change below about -80%; inconclusive = between about -30% and that limit;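 also: parasites exposed to compound for two days anaerobically before the ATP read; % is scaled to controls: 0 for no effect and ±100 for the full control effect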
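Giardia trophozoites, 100 cells per well, were exposed to compounds for 48 hrs at 37 deg C under anaerobic conditions; viability was then read as ATP content by bioluminescence after 15-30 min at room temperature.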
Integrin act MD – activators of alpha7 integrin expression for muscular dystrophy. alpha7betagal myoblasts, beta-gal FDG fluorescence, 48 h. Potency, µM (titrated, usually from 38.3 µM), for the others: at the highest dose activation, actives largely listed as activators. 0.064% of 350,000 active;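 also: potency is read from the fitted curve at half-maximal effect; 100% = response of the positive control SU9516; nearly all actives have a fitted effect of over 60% in size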
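alpha7betagal+/- myoblasts (passage 13, 250/well) treated 48 h at 37C with compounds at 1:260 dilution of DMSO stock. Lysed, then beta-galactosidase activity read as FDG fluorescence (ex 480/em 540) after 30 min, with pre-read for autofluorescence.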
Tb PFK block – blocks T. brucei phosphofructokinase; T. brucei PFK, ADP-Glo luminescence; Potency, µM (titrated, usually from 57.5 µM), for the others: top-dose activity, negative = inhibition, most hits filed as inhibitors; 0.17% of 330,000 active;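 also: potency is read from the fitted curve at half-maximal effect; 0% = uninhibited 1x PFK enzyme wells and -100% = no-enzyme wells; nearly all actives have a fitted effect of over 60% in size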
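Compounds were pin-transferred as a titration series up to 57 uM into substrate buffer (0.5 mM F6P, 0.1 mM ATP, pH 8.0), then 1.25 nM PFK was added and reactions ran 45 min before ADP-Glo detection.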
ASM inhibitor – human S-ASM enzyme inhibition; P17405; placental ASM, HMU-PC fluorogenic substrate, 60 min; Potency, µM (series often up to 57.5 µM), without a hit: top-dose activity change, negative = inhibition, usual class: inhibitors; 0.006% of 340,000 active; AID 504937; also: potency is read from the fitted curve at half-maximal effect
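Fluorescence read-out (Ex 386 nm, Em 447 nm) after stopping the reaction at pH 10. Enzyme: ASM from human placenta; substrate HMU-PC0, 9 uM final; 60 min, 37 °C. Compound preincubation 10 min, ambient temperature.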
PTAP TSG101 blk – blocks PTAP/TSG101 interaction to inhibit HIV-1 budding. Fluorescence polarization, FITC-PTAP peptide / Tsg101 binding. Potency, µM (titrated, usually from 115 µM), inactives show top-dose activity change, negative = inhibition, most hits filed as inhibitors. 340,000 tested, under 10 active. AID 493005; active = well fitted inhibition curve with a large enough effect in the main read-out, with a control signal flat, not every such curve was filed as active; inconclusive = small, poorly fitted or top-dose-only effect, or effect the other way, or a change in a side signal; inactive = no such curve, though single readings can be large or run the other way; also: potency is read from the fitted curve at half-maximal effect; % of control where 0% means no effect
Target sequence (Q99816 whole entry, looked up): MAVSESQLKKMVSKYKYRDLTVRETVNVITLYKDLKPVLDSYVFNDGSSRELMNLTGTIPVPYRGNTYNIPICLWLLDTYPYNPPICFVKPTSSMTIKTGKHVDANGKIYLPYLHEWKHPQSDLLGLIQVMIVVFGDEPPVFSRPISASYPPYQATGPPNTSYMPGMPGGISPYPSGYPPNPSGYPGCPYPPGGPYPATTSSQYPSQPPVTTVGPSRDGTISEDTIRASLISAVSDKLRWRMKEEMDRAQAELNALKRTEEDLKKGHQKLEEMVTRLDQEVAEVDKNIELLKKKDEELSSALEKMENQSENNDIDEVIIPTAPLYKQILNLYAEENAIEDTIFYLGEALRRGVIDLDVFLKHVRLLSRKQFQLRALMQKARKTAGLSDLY
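FP read-out: FITC-PTAP peptide, 50 nM final, binding Tsg101 binding domain, 10 uM final; 20 min, r.t.; 10 mM HEPES pH 7.5, 0.15 M NaCl, 0.01% Tween 20, 3 mM EDTA, 0.1 mM TCEP.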
B2AR arrestin – recruits beta-arrestin to the human beta2-adrenergic receptor | P07550 | beta-arrestin recruitment to beta2AR, cell-based reporter | Potency, µM (highest dose often 46.1 µM), without a hit: top-dose activation, actives largely listed as activators | 0.02% of 330,000 active;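 also: potency is read from the fitted curve at half-maximal effect; 0% = DMSO controls and full agonism = EC100 isoproterenol or metaproterenol; nearly all actives have a fitted effect of over 65% in size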
Chronic BCR inh – chronic active BCR signaling inhibition; ABC-DLBCL IkBa-CBG/CBR reporter, luminescence ratio, 4 h; AID 493014; Potency, µM (top dose mostly 46.1 µM), inactives show top-dose ratio change, negative = lower green/red ratio, hits mostly inhibitors; 0.05% of 340,000 active; active = well fitted inhibition curve with a large enough effect in the signal ratio, with a control signal flat, not every such curve was filed as active; inconclusive = small, poorly fitted or top-dose-only effect, or effect the other way, or a change in a side signal; the % refers to the signal ratio;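 also: potency is read from the fitted curve at half-maximal effect; plate controls were basal doxycycline-induced cells for no effect and cells given 10 µM MG132 for full effect; MG132 reads +100%, hits lower the ratio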
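Doxycycline induced both beetle luciferases in TMD8 lymphoma cells; IKK-driven degradation limits the IkappaBalpha-fused green signal, while red luminescence normalises for cell number and nonspecific effects. Compounds tested up to 46 uM, 4 hrs.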
Starred values were filed as active, the others as inactive; i = inactive; ? = inconclusive; nt = not tested or not shown; [ ] = remark or other dose. Unless noted, calls follow the shape of the dose curve; as a rule, active = well fitted curve in the direction sought with a large enough effect; inconclusive = small, poorly fitted or top-dose-only effect, or another doubt; inactive = no such curve, though single readings can be large; an effect the other way counts as inactive or inconclusive. These rows are one share of the data; the hit share may differ from the screen's.

SMILES	Menin-MLL TR inh	GALK inhibitor	PKM2 act	Coupling enz	Giardia kill	Integrin act MD	Tb PFK block	ASM inhibitor	PTAP TSG101 blk	B2AR arrestin	Chronic BCR inh
COC(=O)N/N=C/c1cn(CCCOc2ccccc2)c2ccccc12	8%	0%	-11%	-1	-5	17%	0%	-7%	-1%	-0.4%	-6%
O=C(CNc1ccccc1-c1ccccc1)NCc1ccccc1	-15%	2%	2%	3	-14	-19%	0%	0%	1%	0.0%	5%
CCCCN(C(=O)c1ccc(Cl)c(S(=O)(=O)N2CCOCC2)c1)c1c(N)n(CCC)c(=O)[nH]c1=O	nt	-1%	-13%	1	-3	-5%	9%	4%	-7%	-0.7%	4%
CCN1CCN(c2ccc(S(=O)(=O)N3CCCCC3)cc2NC(=O)c2cccc(NC(C)=O)c2)CC1	nt	nt	nt	nt	-1	-34%	-3%	-1%	0%	-0.7%	-4%
COC(=O)c1sc2nc(CSc3nc4ccc(C)cc4[nH]3)[nH]c(=O)c2c1C	14%	1%	0%	3	-3	17%	-5%	4%	-2%	0.4%	8%
CC1CCN(c2c(NCc3ccc(C(=O)N4c5ccccc5CC4C)cc3)c(=O)c2=O)CC1 (stereo unspecified)	?	-1%	17%	2	18	13%	-3%	-10%	-3%	-0.4%	?
Cc1ccc(-n2ncc(C(=O)Nc3ccc(Cl)cc3)c2C2CCNCC2)cc1C	-26%	-1%	3%	0	1	-57%[inhibitor]	-6%	1%	-2%	-0.1%	-15%
O=C(CN(C(=O)CCC(=O)Nc1nccs1)c1cccc(F)c1)NCCc1ccccc1	?	-2%	nt	-2	8	-32%	1%	-1%	0%	0.4%	4%
N#C/C(=C\c1ccccc1OCc1ccc(C(=O)O)cc1)C(=O)Nc1ccc(O)cc1	33%[activator]	-28%	9%	2	0	-6%	12%	-4%	-2%	0.3%	?
Cc1cccc(NC(=O)CN2CCN(C(=O)c3cccc(-n4cnnn4)c3)CC2)c1C	nt	nt	nt	nt	-6	24%	-8%	7%	-1%	-0.1%	-1%
Cn1ncc(Br)c1C(=O)N/N=C/c1ccc(OS(=O)(=O)c2ccccc2)cc1	31%	-3%	3%	0	-9	-15%	-2%	-8%	2%	-1.3%	?
CC(Sc1cccc[n+]1[O-])C(=O)Nc1cccc(S(=O)(=O)N2CCOCC2)c1 (stereo unspecified)	8%	1%	-1%	3	-9	4%	0%	6%	-12%	3.9%	?
Cc1ccc(C(C(=O)NC2CCCCC2)N(C(=O)CCCC(=O)Nc2ccccn2)c2ccc3c(c2)OCCO3)cc1 (stereo unspecified)	0%	0%	-3%	4	-7	-9%	-1%	1%	-1%	-0.4%	7%
COc1ccccc1C(C)NCC(=O)NC(=O)NCc1ccco1 (stereo unspecified)	nt	nt	nt	nt	28	-24%	?	5%	-1%	0.0%	1%
COc1ccc(N(CC(=O)N/N=C/c2cc(Br)c(C)o2)S(=O)(=O)c2ccc(NC(C)=O)cc2)cc1	1%	0%	2%	-1	0	33%	1%	?	-3%	0.1%	-1%
CCOC(=O)C1CCCN(S(=O)(=O)c2ccc(S(=O)(=O)N(CC)CC)cc2)C1 (stereo unspecified)	-6%	6%	1%	3	-13	-42%	4%	-1%	-2%	0.0%	11%
COc1cccc(N=Nc2ccc(O)c3ncccc23)c1	?	7%	-10%	-4	-2	0%	-6%	-7%	-2%	-0.9%	?
O=C1CCN(Cc2ccc(Br)cc2)CCN1[C@H](CO)c1ccccc1	-27%	nt	-7%	2	4	2%	-3%	6%	0%	-1.1%	?
Cc1cccc2nc(CSc3nc4cc([N+](=O)[O-])ccc4s3)cn12	-7%	1%	14%	0	3	-15%	8%	-2%	0%	-0.4%	-1%
Cc1ccc(C(=O)O/N=C\c2ccc(N3CCOCC3)c([N+](=O)[O-])c2)cc1	4%	nt	4%	0	18	-22%	3%	-16%	-3%	0.1%	3%
COC(=O)[C@@]12CCCCN1[C@H](c1ccc(-c3ccc(C(C)=O)cc3)c(OC)c1)[C@@H]1C(=O)N(C)C(=O)[C@@H]12	nt	nt	nt	nt	14	14%	-8%	-4%	3%	0.4%	-11%
CCS(=O)(=O)Nc1ccc(-c2nc3cccnc3s2)cc1	12%	-4%	-9%	1	-21	0%	-2%	i	-4%	-0.3%	?
COc1cc(C(=S)N2CCOCC2)cc(OC)c1OS(=O)(=O)c1ccc(NC(C)=O)cc1	23%	1%	-5%	7	8	-22%	-5%	-1%	-4%	0.3%	-4%
COc1ccccc1NC(=O)CSc1nnc(CC(=O)Nc2ccccc2F)n1C	-4%	-1%	nt	-4	3	16%	-19%	1%	-1%	0.1%	?
Cc1cc([N+](=O)[O-])cc(C)c1OCC(=O)N/N=C/c1ccc(OC(=O)c2ccccc2Br)cc1	-7%	0%	-2%	4	1	3%	13%	-1%	-1%	-0.8%	-4%
Other results follow:
SMILES	Menin-MLL TR inh	GALK inhibitor	PKM2 act	Coupling enz	Giardia kill	Integrin act MD	Tb PFK block	ASM inhibitor	PTAP TSG101 blk	B2AR arrestin	Chronic BCR inh
COc1cc(OC)cc(C(=O)N2CCN(c3ccccc3F)CC2)c1	-10%	-1%	-1%	4	-7	-17%	-6%	4%	1%	0.5%	?
COc1ccc(N2C(=O)C(CC(=O)Nc3ccccc3)N(Cc3cccs3)C2=O)cc1 (stereo unspecified)	?	2%	8%	2	-30	12%	2%	-4%	1%	0.9%	-1%
COc1ccc(C2=NS(=O)(=O)N(C)C(C(=O)N3CCC(C(N)=O)CC3)=C2)cc1	-5%	nt	-4%	0	11	14%	2%	19%	-6%	11%	7%
CC(C)n1cnc2cc(NCc3ccco3)ccc21	-2%	nt	1%	-10	-8	0%[7.66 µM]	-4%	4%	-9%	6.3%	?
COc1ccccc1C1(CC(=O)O)CCOC(C)(C)C1 (stereo unspecified)	-1%	4%	1%	2	-3	27%	4%	0%	-3%	-0.6%	7%
CCOC(=O)Nc1ccc(C)cc1NC(=O)OCC	12%	nt	-2%	-2	12	6%	0%	2%	-1%	0.3%	-1%
CN(C)c1ccc(/C=N/N=C(N)N)cc1[N+](=O)[O-]	5%	-1%	-6%	0	-20	-43%	-4%	-11%	-4%	-0.2%	0%
O=C1CCCCCCC1Sc1ccccc1[N+](=O)[O-] (stereo unspecified)	-4%	-2%	-4%	0	7	-12%	13%	1%	-5%	0.3%	?
COc1ccc(C2=NN(C(C)=O)C(c3ccccc3)C2)cc1 (stereo unspecified)	-7%	0%	15%	-1	10	-4%	2%	-3%	1%	-0.2%	3%
CSc1ncccc1C(=O)OCC(=O)NC1CCS(=O)(=O)C1 (stereo unspecified)	1%	1%	-8%	3	11	8%	-3%	4%	-1%	0.2%	3%
Cc1ccnc(Nc2nc(-c3ccc(F)cc3)cs2)c1	?	-8%	0%	-4	0	26%	5%	1%	0%	-0.5%	?
O=C(c1ccccc1F)n1c2c(c3ccccc31)CCCC2	56%[activator]	nt	nt	1	25	-47%[inhibitor]	0%	-7%	-2%	0.5%	-1%
CN(CCOc1ccccc1)CC(=O)Nc1cc([N+](=O)[O-])ccc1Cl	2%	6%	24%	0	15	17%	0%	-1%	0%	0.3%	-4%
Cc1ccc(/C=C/C2=Cc3c(sc(NC(=O)CSc4n[nH]c(N)n4)c3C#N)C(C)(C)C2)o1	?	-3%	4.5µM*	-2	nt	nt	?	nt	nt	-1.2%	5%
O=C(O)CNS(=O)(=O)c1ccc(Br)s1	12%	1%	-19%	1	-2	-14%	1%	-2%	-2%	-0.6%	1%
Cc1cc(C)cc(NC(=O)Nc2ccc(Cl)cn2)c1	10%	-2%	-3%	-1	8	-28%	0%	1%	0%	-0.8%	8%
COc1ccc(C)cc1NC(=S)N1CC(C)OC(C)C1 (stereo unspecified)	nt	5%	6%	nt	3	22%	3%	3%	1%	0.8%	?
CCOC(=O)c1sc(-n2[nH]c(C)cc2=O)nc1C	?	-1%	-8%	-1	1	14%	-1%	3%	-4%	0.2%	-2%
CN(C)c1nc(OCCNC(=O)Nc2ccccc2)nc(N(C)C)n1	-9%	6%	-5%	3	6	2%	-4%	2%	-6%	0.0%	?
CC(=O)c1cccc(S(=O)(=O)Nc2c(C)nn(C)c2C)c1	nt	nt	nt	nt	20	17%	1%	2%	0%	0.1%	1%
O=C(Nc1cc(Cl)ccc1N1CCCC1)C1=NN(c2ccccc2)C(=O)CC1	nt	3%	nt	nt	-5	-31%	4%	-12%	-7%	0.1%	18%
